# Bioassay records deposited in PubChem BioAssay by National Center for Advancing Translational Sciences (NCATS).
# RGS4 inhibitor: human RGS4 inhibition; Potency, µM (top dose mostly 114 µM), without a hit: top-dose activity change, negative = inhibition, usual class: inhibitors; 390,000 compounds, 0.039% hits; Transcreener GDP fluorescence polarization, RGS4-accelerated GTP hydrolysis; P49798; note: % is set by controls: 0 for no effect and ±100 for the full control effect; nearly all actives have a fitted effect of over 75% in size; some results filed as inactive show a strong effect at the top dose
#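 MLSMR compounds (23 nl, pin-transferred) preincubated 10 min at room temperature with a 500nM (2x) first reagent, then RGS4 at 900nM (2x) plus Transcreener GDP mix added; fluorescence polarization (620/688 nm) read before and after 90 min at 30 °C.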
# TrxR1 inh: blocks rat thioredoxin reductase 1; AID 588453; 390,000 compounds, 1% hits; recombinant rTrxR1, NADPH fluorescence consumption, selenite substrate; Potency, µM (top dose mostly 114 µM), for the others: at the top dose activity change, negative = inhibition, hits mostly inhibitors; O89049; note: % is set by controls: 0 for no effect and ±100 for the full control effect; nearly all actives have a fitted effect of over 65% in size
#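 Rat TrxR1 (90 nM in the dispensed reagent) was pre-reduced with 400 uM NADPH for 5 min at room temperature, then incubated with compound for 15 min. After 400 uM selenite was added, NADPH fluorescence (Ex 340/Em 450 nm) was followed for 8 min.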
# PGK inhibitor: T. brucei PGK inhibition; PGK/GAPDH coupled, Kinase-Glo luminescence, 60 min; 380,000 compounds, 0.043% hits; P07378; Potency, µM (series often up to 57.5 µM), without a hit: at the top dose activity change, negative = inhibition, usual class: inhibitors; AID 602233; note: % is set by controls: 0 for no effect and ±100 for the full control effect; nearly all actives have a fitted effect of over 60% in size
#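 Recombinant glycosomal PGK reaction used 1,3-bisphosphoglycerate generated in-well by GAPDH (100nM final) in 100mM TEA pH 7.6, 5mM MgCl2, 0.01% Tween-20. After 60 minutes at room temperature, ATP was read by Kinase-Glo Plus luminescence end-point.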
# GLS inhibitor: glutaminase GLS (human) inhibition; O94925; GLS enzymatic activity, qHTS titration; Potency, µM (doses to about 45.5 µM), without a hit: at the top dose activity change, negative = inhibition, actives largely listed as inhibitors; 410,000 compounds, 0.21% hits; AID 624170; note: % is set by controls: 0 for no effect and ±100 for the full control effect
# Target sequence (O94925 whole entry, looked up): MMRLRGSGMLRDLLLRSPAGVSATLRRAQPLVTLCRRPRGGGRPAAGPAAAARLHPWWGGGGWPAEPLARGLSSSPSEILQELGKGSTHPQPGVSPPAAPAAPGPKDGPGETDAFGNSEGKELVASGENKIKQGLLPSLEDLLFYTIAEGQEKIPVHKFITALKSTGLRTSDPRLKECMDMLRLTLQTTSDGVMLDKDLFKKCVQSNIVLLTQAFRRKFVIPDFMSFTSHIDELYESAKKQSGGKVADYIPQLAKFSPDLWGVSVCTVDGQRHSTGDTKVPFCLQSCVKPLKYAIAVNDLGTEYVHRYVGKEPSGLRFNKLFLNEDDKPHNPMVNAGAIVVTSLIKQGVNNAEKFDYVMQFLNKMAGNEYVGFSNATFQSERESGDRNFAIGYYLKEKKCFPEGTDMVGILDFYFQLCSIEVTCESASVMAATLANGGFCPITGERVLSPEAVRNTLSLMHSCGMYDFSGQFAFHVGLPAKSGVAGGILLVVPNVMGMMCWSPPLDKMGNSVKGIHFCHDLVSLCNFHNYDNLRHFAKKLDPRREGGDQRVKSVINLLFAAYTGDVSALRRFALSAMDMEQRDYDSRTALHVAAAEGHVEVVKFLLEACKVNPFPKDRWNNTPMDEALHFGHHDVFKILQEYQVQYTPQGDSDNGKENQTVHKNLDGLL
#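 Read-out is an Amplex red fluorescence increase coupled through glutamate oxidase and HRP, measured before and after 30 min room-temperature incubation. hKGA is in 45 mM KH2PO4 (pH 8.2) with 0.02% Tween-20; glutamine added as 1mM solution.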
# JMJD2A Tudor inh: JMJD2A Tudor domain (human) inhibition; AlphaScreen JMJD2A-Tudor / H3K4me3 peptide binding; Potency, µM (doses to about 114 µM), without a hit: at the highest dose activity change, negative = inhibition, most hits filed as inhibitors; 390,000 compounds, 4.4% hits; AID 504339; note: % is set by controls: 0 for no effect and ±100 for the full control effect; nearly all actives have a fitted effect of over 50% in size
# HP1b chromo inh: blocks HP1-beta chromodomain binding to methylated histone tails; AID 540317; AlphaScreen HP1-beta / biotin-H3K9me3 peptide binding; P83916; Potency, µM (titrated, usually from 114 µM), inactives show at the highest dose activity change, negative = inhibition, actives largely listed as inhibitors; 390,000 compounds, 0.56% hits; note: nearly all actives have a fitted effect of over 70% in size; inactives centre near 23
# Target sequence (P83916 whole entry, looked up): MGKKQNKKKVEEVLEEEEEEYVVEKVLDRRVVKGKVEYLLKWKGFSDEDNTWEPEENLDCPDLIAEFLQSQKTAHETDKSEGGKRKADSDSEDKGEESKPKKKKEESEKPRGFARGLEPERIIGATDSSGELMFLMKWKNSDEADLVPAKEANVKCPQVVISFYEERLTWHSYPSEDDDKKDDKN
#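 HP1-beta protein (50 nM final) preincubated 30 min at room temperature with biotinylated H3(1-18)K9me3 peptide (50 nM) in PBS pH 7.4, 0.01% Tween-20, then compound added for 30 min. AlphaScreen streptavidin donor/nickel chelate acceptor beads (10 ug/mL final), 30 min dark, luminescence read.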
# 12-LOX inh: blocks human arachidonate 12S-lipoxygenase; P18054; purified 12hLO, xylenol orange hydroperoxide absorbance; Potency, µM (series often up to 108 µM), inactives show at the top dose activity change, negative = inhibition, actives largely listed as inhibitors; 580,000 compounds, 1.1% hits; note: % is set by controls: 0 for no effect and ±100 for the full control effect
#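 Purified human 12hLO at 150 nM in 25 mM Hepes, 0.01% Triton X-100, pH 7.0, preincubated 15 min at room temperature with compound. Reaction started with 40 uM arachidonic acid, 30 min at room temperature. Hydroperoxide measured by Fe-xylenol orange, 573/405 nm absorbance ratio.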
# Pin1 inh: blocks the human prolyl isomerase Pin1. Q13526. Pin1 FP peptide displacement, HiFluor488, 10 min. Potency, µM (top dose mostly 115 µM), for the others: at the top dose activity, negative = inhibition, usual class: inhibitors. 390,000 compounds, 0.009% hits. AID 504891; active = well fitted inhibition curve with a large enough effect in the polarisation, with a control signal flat, not every such curve was filed as active; inconclusive = small, poorly fitted or top-dose-only effect, or effect the other way, or a change in a side signal; inactive = no such curve, though single readings can be large or run the other way; the % refers to the polarisation; note: % is set by controls: 0 for no effect and ±100 for the full control effect
# Target sequence (Q13526 whole entry, looked up): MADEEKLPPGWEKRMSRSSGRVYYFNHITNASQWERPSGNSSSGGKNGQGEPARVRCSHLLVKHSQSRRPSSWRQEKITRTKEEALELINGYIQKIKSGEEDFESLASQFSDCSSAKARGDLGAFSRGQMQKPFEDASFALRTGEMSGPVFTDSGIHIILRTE
# ERG-DNA inh: ERG Ets/DNA interaction inhibition; P11308; fluorescence polarization, His-ERG Ets domain / labelled DNA; Potency, µM (top dose mostly 76.9 µM), for inactives: at the top dose FP activity, negative = inhibition, actives largely listed as inhibitors; 370,000 compounds, 0.028% hits; AID 624246; active = well fitted inhibition curve with a large enough effect in the polarisation, with a control signal flat; inconclusive = small, poorly fitted or top-dose-only effect, or effect the other way, or a change in a side signal; inactive = no such curve, though single readings can be large or run the other way; the % refers to the polarisation;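 note: polarization taken with two DNA probes labelled with fluorescein and Texas red; % of control where 0% means no effect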
#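 His-tagged ERG Ets domain (1 uM in the protein solution; 300mM KCl, 50mM Tris-HCl, 1mM EDTA, 1mM DTT, pH 7.5) received compound, then a probe mix of 5 nM fluorescein-DNA and 100nM Texas-615-DNA. Fluorescence polarization was read for both dyes.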
# * = called active by the depositor; i = inactive; ? = inconclusive; / = no result given; & = joins results of further samples; [ ] = dose if it differs, or a comment. Unless noted, calls come from the whole dose curve; as a rule, active = well fitted curve in the direction sought with a large enough effect; inconclusive = small, poorly fitted or top-dose-only effect, or another doubt; inactive = no such curve, though single readings can be large; an effect the other way counts as inactive or inconclusive. Potency is the fitted concentration of half-maximal effect. This is a subset; rates above refer to the full screens.
no. | structure | RGS4 inhibitor | TrxR1 inh | PGK inhibitor | GLS inhibitor | JMJD2A Tudor inh
1 | Cc1ccn2c(C(=O)CSc3ccccc3Cl)c(C)nc2c1 | -21% | 14%[57.1 µM] | -4% | -1% | -13%
2 | CC1(C)CCC[C@]2(C)[C@H]3Cc4cc(O)ccc4O[C@]3(C)CC[C@@H]12 | -5% | -24% | 0% | -3% | ?
3 | C=CCSc1nnc2c(n1)OC=Nc1ccccc1-2 | -19% | -35% | -5% | -1% | ?
4 | CN(C)c1cc(N/N=C/c2ccc(Cl)cc2)nc(N(C)C)n1 | -9%[11.4 µM] | 3% | -2% | -3% | -20%
5 | O=S1(=O)c2ccc(Br)cc2N2CCC[C@H]2CN1Cc1ccccc1 | 12% | 24% | -5% | 2% | -4%
6 | COc1cc(NS(=O)(=O)c2c(C)oc3c(F)c(F)c(F)c(F)c23)cc(OC)c1OC | -9% | 14% | -2% | 7% | 2%
7 | CCOC(=O)C(C)Sc1nc(N2CCOCC2)c2c(c1C#N)CC(C)(C)OC2 (stereo unspecified) | -1% | 5%[57.1 µM] | i | 11% | -5%
8 | N#CCCN(C(=O)CN1c2cccc3cccc(c23)S1(=O)=O)c1ccccc1 | 3% | 17%[57.1 µM] | 4% | -1% | -8%

no. | HP1b chromo inh | 12-LOX inh | Pin1 inh | ERG-DNA inh
1 | 15% | 0% | -6% | 0%
2 | -20% | ? | ? | -8%
3 | -12% | 0% | -1% | -1%
4 | 28% | -11% | -1% | -1%
5 | 37% | ? | 0% | 7%
6 | 29% | -7% | -1% | 15%
7 | 11% | 0% | 0% | 13%
8 | 22% | -29% | -1% | 2%

# Additional compounds follow.
no. | structure | RGS4 inhibitor | TrxR1 inh | PGK inhibitor | GLS inhibitor | JMJD2A Tudor inh
9 | O=C(/C=C/c1ccc(O)cc1)c1c(O)cc(O)cc1O | i | 3%[57.1 µM] | -10% | 45%[activator] | -20%
10 | Cc1ccc(C)c(S(=O)(=O)N2CCCOC2CNC(=O)C(=O)NCc2ccccc2)c1 (stereo unspecified) | -37% | -1% | i | 0% | -4%
11 | COc1ccc(/C=C(/NC(=O)c2ccco2)C(=O)N2CCc3ccccc32)cc1OC | 2% | ? | 2% | 19% | -14%
12 | O=[n+]1c2c(n([O-])c3cc(F)c(N4CCCC4)cc31)CCC2 | -27% | ? | -9% | -38% | ?
13 | N#C/C(=C\c1ccc(F)c(Br)c1)C(=O)NC1CC1 | -44% | -5% | -9% | -6% | 1%
14 | CCC(Oc1ccc(F)cc1)C(=O)Nc1nc2c(s1)CCCC2 (stereo unspecified) | -9% | 24% | -9% | 2% | -24%
15 | CCOC(=O)C(CC)(CC)/C(C)=N/NC(=O)CC#N | 20% | 22% | 4% | -18% | -19%
16 | CC(C)OC(=O)C[N+](C)(C)CCN1C(=O)C2C(c3ccccc3)C=CC(c3ccccc3)C2C1=O (stereo unspecified) | -12% | -7% | -4% | 0% | -3%

no. | HP1b chromo inh | 12-LOX inh | Pin1 inh | ERG-DNA inh
9 | 27% | ? | -4% | 20%
10 | 16% | 0% | 1% | 2%
11 | 18% | ? | -4% | 3%
12 | 1% | -7% | ? | ?
13 | 28% | -5% | -3% | -11%
14 | 52%[activator] | ? | -7% | -1%
15 | 53%[activator] | -2% | -8% | 8%
16 | 56%[activator] | 9% | -10% | 12%

# The list goes on.
no. | structure | RGS4 inhibitor | TrxR1 inh | PGK inhibitor | GLS inhibitor | JMJD2A Tudor inh
17 | COc1ccc(NC(=O)C(CC(C)C)NC(=O)C2CCCCC2)c(OC)c1 (stereo unspecified) | -10%&-1% | 15%&17% | 6% | -4%&-1% | -28%&-14%
18 | O=C(N/N=C/c1cc([N+](=O)[O-])ccc1O)c1ccncc1 | 7% | -10% | -4% | 1% | 22µM*
19 | O=C(c1ccccc1)C1CCN(c2ncccc2[N+](=O)[O-])CC1 | -16% | 25%[57.1 µM] | -1% | 2% | ?
20 | Cc1ccc(NC(=O)Cn2ccn(Cc3ccc(Cl)cc3)c(=O)c2=O)cc1C | 7% | 11% | -1% | -2% | 1%
21 | C/C(=N\Nc1nncc2ccccc12)c1ccc(C(C)(C)C)cc1 | -1% | 8%[57.1 µM] | i | -9% | -7%
22 | CCN1C[C@@H]2[C@@H]3C(=O)N(C)C(=O)[C@@H]3[C@](Cc3ccccc3)(C1=O)N2C(=O)c1ccc(Cl)cc1 | -1% | 14% | -6% | 3% | -17%
23 | CCCCn1nc(NC(=O)CC(C)C)c2cc3cc(OC)ccc3nc21 | 20% | -1% | -11% | 8% | 3%
24 | Cc1ccc(O)c(CNc2nc3ccccc3n2C(C)C)c1 | 2% | 28% | -2% | -1% | -18%

no. | HP1b chromo inh | 12-LOX inh | Pin1 inh | ERG-DNA inh
17 | 44%&36% | 2%&9% | -6%&2% | -16%&7%
18 | 43%[activator] | -7% | 10% | 9%
19 | ? | 0% | -2% | -4%
20 | 35% | ? | -9% | 6%
21 | 0% | / | 1% | 2%
22 | 44%[activator] | -17% | -9% | 2%
23 | 31%[activator] | -14% | 2% | 14%
24 | 46%[activator] | -7% | -3% | -7%

# Full records as entered above. Screens in order: RGS4 inhibitor	TrxR1 inh	PGK inhibitor	GLS inhibitor	JMJD2A Tudor inh	HP1b chromo inh	12-LOX inh	Pin1 inh	ERG-DNA inh
# Profile of CCN1C[C@@H]2[C@@H]3C(=O)N(C)C(=O)[C@@H]3[C@](Cc3ccccc3)(C1=O)N2C(=O)c1ccc(Cl)cc1 : -1%	14%	-6%	3%	-17%	44%[activator]	-17%	-9%	2%
# Profile of Cc1ccc(O)c(CNc2nc3ccccc3n2C(C)C)c1 : 2%	28%	-2%	-1%	-18%	46%[activator]	-7%	-3%	-7%
# Profile of O=C(N/N=C/c1cc([N+](=O)[O-])ccc1O)c1ccncc1 : 7%	-10%	-4%	1%	22µM*	43%[activator]	-7%	10%	9%

# (further entries)
no. | structure | RGS4 inhibitor | TrxR1 inh | PGK inhibitor | GLS inhibitor | JMJD2A Tudor inh
25 | COc1ccc(/C(C)=N/NC(=O)c2ccc(CSc3nncn3C)cc2)cc1 | 13% | 15%[57.1 µM] | i | 9% | -9%
26 | O=C(CCCNS(=O)(=O)c1cccc2nsnc12)N1CCCCC1 | -32% | 0% | i | -1% | -15%
27 | Cc1ccc(OC(C)C(=O)Nc2cc(C)on2)cc1 (stereo unspecified) | 1% | 11% | -9% | 0% | -20%
28 | Nc1nonc1NN=C1CCCCC1 | 3% | 2% | 1% | 10% | -20%
29 | CCN1C(=O)/C(=C2\SC(=S)N(CCCOC)C2=O)c2ccccc21 | -8% | 7%[57.1 µM] | 10% | 8% | ?
30 | O=C(CSc1nnc(-c2ccccn2)n1Cc1ccco1)c1ccc(Cl)cc1 | -13% | ? | -1% | -1% | ?
31 | Cc1ccccc1-c1nc(Cc2ccccc2)no1 | 7% | 10%[57.1 µM] | -12% | 1% | 162%[activator]
32 | Cc1ccc2nc(SCC(=O)Nc3ccc4[nH]c(=O)[nH]c4c3)[nH]c2c1 | -26% | -3% | i | 6% | -25%
33 | COc1ccc(C(=O)c2ccccc2CN2C(=O)c3ccccc3C2=O)cc1 | -8% | ? | -9% | -3% | 4%

no. | HP1b chromo inh | 12-LOX inh | Pin1 inh | ERG-DNA inh
25 | 14% | -4% | -14% | -1%
26 | 34%[activator] | 6% | 1% | -1%
27 | 34% | i | -3% | 3%
28 | 7% | -1% | -9% | 10%
29 | ? | -6% | -2% | -6%
30 | 13% | ? | 12% | 6%
31 | 221% | 8% | -8% | 6%
32 | 4% | 3% | 8% | -1%
33 | 66%[activator] | -3% | 5% | 0%

# Part of the list above, reduced to 12-LOX inh, TrxR1 inh and RGS4 inhibitor.
nr | Molecule | 12-LOX inh | TrxR1 inh | RGS4 inhibitor
28 | Nc1nonc1NN=C1CCCCC1 | -1% | 2% | 3%
29 | CCN1C(=O)/C(=C2\SC(=S)N(CCCOC)C2=O)c2ccccc21 | -6% | 7%[57.1 µM] | -8%
30 | O=C(CSc1nnc(-c2ccccn2)n1Cc1ccco1)c1ccc(Cl)cc1 | ? | ? | -13%
31 | Cc1ccccc1-c1nc(Cc2ccccc2)no1 | 8% | 10%[57.1 µM] | 7%
32 | Cc1ccc2nc(SCC(=O)Nc3ccc4[nH]c(=O)[nH]c4c3)[nH]c2c1 | 3% | -3% | -26%
33 | COc1ccc(C(=O)c2ccccc2CN2C(=O)c3ccccc3C2=O)cc1 | -3% | ? | -8%
